From PubChem BioAssay
DSG3 Ab inh: blocks pemphigus antibody binding to human desmoglein-3. DSG3-coupled beads, scFv-anti-DSG3-GFP binding, flow cytometry; active compounds read low. binding (percent of control), % at 10 µM. P32926. 310,000 tested, 0.48% active. AID 588358;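 active = binding more than 3 SD below its plate's average and above zero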;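 note: hits lower antibody fragment binding to DSG3; some compounds called inactive have numbers as strong as hits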
DAGLB inh: diacylglycerol lipase beta (human) inhibition; Q8NCG7; 340,000 tested, 0.059% active; inhibition, % at 5.17 µM; HEK293T DAGLB membrane lysate, EnzChek fluorogenic substrate; in the data active = inhibition above about 34%;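 note: 0% = enzyme with vehicle and 100% = wells lacking enzyme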
V-ATPase pH: regulators of yeast V-ATPase proton transport; S. cerevisiae, pHLuorin cytosolic pH fluorescence; response, % at 10 µM; 350,000 tested, 0.37% active; AID 504577; in the data active = response mostly above about 7.3%, no sharp cut-off; inactive = mostly below about 5.4%; note: actives read high; inactives centre near 0; some compounds called inactive have numbers as strong as hits; reference of the scale not given here
HTR5A ag ctr: counter-screen for OPRM1-OPRD1 agonists: human HTR5A agonism; P47898; HTR5A agonist assay, luminescence, cell-based; activation, % at 9.3 µM; 340,000 tested, 0.61% active; AID 504692; in the data active = activation mostly above about 9.5%, no sharp cut-off; inactive = mostly below about 7.6%;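 note: 0% = cells with vehicle only and 100% = reference agonist; strong numbers were not always called active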
PKA-R1A activ: activators of PKA-R1A complex. P00514+P68181. PKA-R1A dissociation, Cy5-IP20 fluorescence polarization; scaled: DMSO 0%, 113 µM cGMP 100%. activation, % at 11.4 µM. 340,000 tested, 0.083% active;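 active = percent activation above the mean of all tested compounds plus 3 SD, cut at about 19% in these data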;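 note: higher means more PKAc released from R1A so a rise in polarization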
HTR5A inv ctr: HTR5A inverse agonism, opioid heterodimer counter-screen. P47898. HTR5A cell line, luminescence. inhibition, % at 9.3 µM. 340,000 tested, 0.083% active; in the data active = inhibition mostly above about 23%, no sharp cut-off; inactive = mostly below about 18%;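 note: 0% = cells with DMSO and 100% = no-cell wells with DMSO; some compounds called inactive have numbers as strong as hits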
OPRM1-OPRD1 ag: OPRM1-OPRD1 heterodimerization agonism. P35372+P41143. cells, luminescence. activation, % at 9.3 µM. 340,000 tested, 0.3% active. AID 504326; in the data active = activation above about 18%;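 note: 0% = vehicle-treated cells and 100% = reference agonist; values of inactives mirror those of a sister screen read the other way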
Target sequence (P35372 whole entry, looked up): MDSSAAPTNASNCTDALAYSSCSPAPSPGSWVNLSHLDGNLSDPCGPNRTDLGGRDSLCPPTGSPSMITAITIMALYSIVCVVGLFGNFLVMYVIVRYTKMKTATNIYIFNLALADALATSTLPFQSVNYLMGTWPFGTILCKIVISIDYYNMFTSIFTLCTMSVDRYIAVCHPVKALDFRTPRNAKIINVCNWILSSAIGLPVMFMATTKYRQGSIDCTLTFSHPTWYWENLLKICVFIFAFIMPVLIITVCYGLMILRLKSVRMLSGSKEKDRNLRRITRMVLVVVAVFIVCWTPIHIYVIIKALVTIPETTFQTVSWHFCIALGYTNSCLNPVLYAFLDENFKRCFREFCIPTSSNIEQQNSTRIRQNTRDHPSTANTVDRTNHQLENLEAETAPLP
Target sequence (P41143 whole entry, looked up): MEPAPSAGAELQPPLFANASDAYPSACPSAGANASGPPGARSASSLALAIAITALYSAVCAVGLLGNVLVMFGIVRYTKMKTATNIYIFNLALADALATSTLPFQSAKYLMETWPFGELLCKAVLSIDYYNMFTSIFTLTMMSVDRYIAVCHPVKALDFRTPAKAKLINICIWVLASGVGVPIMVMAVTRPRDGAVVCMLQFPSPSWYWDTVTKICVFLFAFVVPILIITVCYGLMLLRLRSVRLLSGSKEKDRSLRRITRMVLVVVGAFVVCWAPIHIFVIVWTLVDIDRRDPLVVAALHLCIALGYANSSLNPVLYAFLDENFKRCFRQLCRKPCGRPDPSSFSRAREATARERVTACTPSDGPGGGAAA
OPRM1-OPRD1 inv: mu-delta opioid heterodimer inverse agonism | P35372+P41143 | cell-based MOR-DOR heterodimer luminescence | inhibition, % at 9.3 µM | 340,000 tested, 0.21% active | AID 504357; in the data active = inhibition above about 22%, passing the limit was not always enough;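 note: 0% = cells with DMSO and 100% = wells without cells with DMSO; values of inactives mirror those of a sister screen read the other way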
Arr AP2 block: blocks beta-arrestin peptide binding to AP2 adaptin; FITC-arrestin peptide / GST-AP2 beads, flow cytometry; AP2 beta2 appendage carries R879A mutation; inhibition, % at 10 µM; 340,000 tested, 0.31% active; AID 504490;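 active = inhibition above a set limit, near 3 SD of compounds lacking own fluorescence, cut at about 54% in these data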;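 note: plate controls were DMSO wells for no effect and 5 µM unlabelled arrestin peptide for full effect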
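Material – AP2 appendage R879A on GSH beads · Buffer or medium – PBS with 0.05% Tween 20 and 0.1% BSA · Probe or stimulus – fluorescein-tagged arrestin peptide at 50 nM final · Incubation – compound with beads 12 min RT, then probe 1 h RT · Detection – high-throughput flow cytometry of beads, ex 488, em 535 nm · Evaluation – percent response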
PKA-R2B act: activates the human PKA-R2B holoenzyme complex. P22694+P31323. PKA-R2B holoenzyme dissociation, Cy5-IP20 fluorescence polarization; R2B truncated from residue 108, S112A mutant; 0% DMSO only, 100% 113 µM cGMP. activation, % at 11.4 µM. 340,000 tested, 0.079% active;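 active = activation above a cutoff set at the mean over all compounds plus 3 SD, cut at about 18% in these data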;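 note: higher means more holoenzyme dissociation and a rise in polarization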
Numbers without * were called inactive; . = no result given. An unsorted share of the library (roughly 2.4% active in at least one column).

SMILES	DSG3 Ab inh	DAGLB inh	V-ATPase pH	HTR5A ag ctr	PKA-R1A activ	HTR5A inv ctr	OPRM1-OPRD1 ag	OPRM1-OPRD1 inv	Arr AP2 block	PKA-R2B act
CCCN(CCC)S(=O)(=O)c1ccc(C(=O)Nc2nnc(-c3cccc(OC)c3)o2)cc1	95	4	-1	1	9	16	-2.3	11	2	-1
Clc1ccccc1-c1nc(-c2ccc(Br)o2)no1	105	-13	-6	1	2	-5	0.3	-1	1	-1
CCc1nnc(NC(=O)Cn2c(=O)oc3ccccc32)s1	.	-4	-2	9	-9	-24	-1.1	6	1	2
CC12CCC(C[N+](C)(C)C1)C2(C)C (stereo not drawn)	112	3	3	-4	4	-7	-3.4	17	-45	-4
CC(=O)c1ccc(-c2nc3ccccc3n2C)o1	107	-2	-4	-5	-12	-10	-1.2	7	1	0
Cc1ccc(S(=O)(=O)N2CCN(CC(=O)N3CCOCC3)CC2)cc1	100	-1	3	3	-3	-7	-3.1	16	0	6
O=C(NCc1cn2ccccc2n1)c1ccc2c(c1)OCO2	.	-1	-1	2	-5	-6	-0.8	4	9	5
Cc1ccc(OCCC(=O)OCC(=O)c2c(N)n(C)c(=O)n(C)c2=O)cc1	104	-1	2	5	-4	-35	0.3	-2	-11	-2
O=C1c2ccccc2C(=O)c2c1ncn2-c1ccccc1	94	4	0	4	-5	2	3.7	-23	2	3
O=C(CSc1nc(-c2cccs2)cc(C(F)(F)F)n1)NCCCn1ccnc1	101	1	-1	5	4	6	0.1	-1	12	-7
CCOC1=C(C#N)CC2(CC1)c1ccccc1-c1ccccc12	96	-9	-4	-2	-2	6	-0.7	4	-7	-4
CS(=O)(=O)c1ccc2nc(NC(=O)Nc3ccc(Cl)cc3)sc2c1	88	2	9	-1	-3	2	5.8	-35	9	6
Cc1cc(N(CCO)CCO)ccc1C(c1ccc(N(CCO)CCO)cc1C)c1ccccc1Cl	121	7	1	-3	-6	-40	-1.8	10	11	11
Cc1ccc(NC(=O)CN2C(=O)NC3(CCCC3)C2=O)c(Cl)c1	120	2	4	0	2	-6	0.2	-1	-13	-4
CC1CCN(C(=O)CSc2nnc(-c3cccnc3)n2C2CCCCC2)CC1	100	1	1	-2	-3	9	-1.8	10	24	-9
O=C(NC1CCCCC1)C(c1ccc(Cl)cc1)N(C(=O)c1cnccn1)c1ccc2c(c1)OCO2 (stereo not drawn)	104	0	1	-2	0	-7	-3.1	18	1	-6
COc1cc(Cl)ccc1OCc1cc(C(=O)N(C)C2CCOC2)no1 (stereo not drawn)	91	0	-2	-2	-4	-3	-1.4	7	-8	5
Cc1ccc2cc(CCNC(=O)c3c(-c4ccccc4Cl)noc3C)c(=O)[nH]c2c1	98	-2	0	2	-6	-6	-1.9	10	-5	-5
CCc1cccc(OCC(=O)Nc2c[nH]c(=O)[nH]c2=O)c1	99	-1	9	-2	-4	4	-0.1	1	0	3
Cc1c(CCO)c(=O)n(C)n1C(=O)c1ccc(F)cc1	.	-1	-5	4	5	-13	-1.1	5	6	-3
CC1(C(=O)Nc2c(F)c(F)c(F)c(F)c2F)CC1(Br)Br (stereo not drawn)	.	-4	-1	-3	4	7	-0.8	4	7	4
Cc1cc(=O)[nH]c(SCC(=O)O)c1C#N	107	-2	2	3	0	-19	-1.4	8	13	-12
COc1ccc(C(=O)NC2CCCc3c2cnn3-c2ccccc2F)cc1OC (stereo not drawn)	108	0	-1	-2	3	8	-0.1	0	-5	6
CCCS(=O)(=O)c1c(S(=O)(=O)CCC)c2ccc(C(C)=O)cn2c1C(=O)OC	101	2	-1	2	-5	-5	-1.9	10	-5	-3
O=C(CS(=O)(=O)c1ccccc1)Nc1cccnc1	112	0	0	1	-18	5	0.2	-1	-11	-1
NC(=O)COC(=O)[C@H](Cc1ccccc1)NS(=O)(=O)c1ccc2c(c1)OCCO2	100	-2	4	2	-19	-18	-4.1	20	7	-11
O=C(Nc1nnc(CCc2ccccc2)s1)c1ccco1	88	-1	0	-3	-2	-5	-1.4	8	1	-12
Cc1c(Cl)ccc(S(=O)(=O)Nc2cccnc2)c1Cl	101	1	-1	3	-12	-13	-3.9	17	-4	-2
O=C(O)C1CCCCC1C(=O)NC1C2CC3CC(C2)CC1C3 (stereo not drawn)	95	-3	1	-2	-4	8	-0.6	3	8	-2
c1ccc2[nH]c(CCCCc3nc4ccccc4[nH]3)nc2c1	108	-2	0	0	-7	0	-1.0	5	3	-10
CNc1nc(C)c([N+](=O)[O-])c(Nc2ccc(OC)cc2)n1	108	-4	-1	0	-4	-17	-0.7	4	5	0
O=S(=O)(/N=C(/Nc1cccc2ccccc12)c1ccccc1)c1cccs1	96	0	-1	-4	-18	-44	-1.5	9	100*	-10
CN(C)NC(=O)c1ccc([N+](=O)[O-])s1	.	-6	-1	3	-3	16	6.3	-32	-13	-2
Clc1cccc(Cl)c1NC1=NCCC1	.	0	-4	-3	-6	-3	-1.0	6	0	0
CC(=O)NC(Cc1ccc(C)cc1)C(=O)NC1CCN(C(=O)NCc2ccccc2)CC1 (stereo not drawn)	92	-2	2	3	-9	-10	1.3	-11	2	-10
O=C(N=C1SC2CS(=O)(=O)CC2N1c1ccc(Br)cc1)C1CCCO1 (stereo not drawn)	106	-1	5	1	3	-6	-2.2	12	17	-1
C=CCc1cc(C)ccc1OCCOCCN1CCN(C)CC1	106	-1	-2	6	-2	12	0.1	-1	3	-7
O=C(/C=C\c1ccc2c(c1)OCO2)Nc1c2c(nn1-c1ccc(Cl)cc1)CSC2	105	0	2	-4	-9	11	-0.9	5	12	-9
O=C(Nc1nc(-c2ccncc2)cs1)c1ccc(F)cc1	113	-1	5	8	-8	8	-2.2	11	-15	9
COc1cc(C(=O)N/N=C/c2ccc(OC(=O)c3ccccc3Cl)cc2)ccc1O	104	-1	-4	14	0	-33	-1.8	9	7	6
O=C(CCc1ccccc1)NNC(=O)COc1ccc(Cl)cc1	112	0	3	0	-2	-2	-0.4	2	-3	-1
CCCCN(CCCC)Cc1ccc(C(=O)NNC(=O)Nc2ccc(Cl)cc2)o1	88	-1	-3	7	-5	-20	0.0	0	-2	-2
COc1ccc(/C=C(\C#N)C(=O)OCC(=O)Nc2ccc(-c3nc4ccc(C)cc4s3)cc2)cc1	91	0	-1	2	-2	-6	-3.8	18	-7	-9
Cc1ccc(NC(=S)N(CCCN2CCC(C)CC2)Cc2ccco2)cc1	113	1	1	-1	3	15	-0.5	2	16	-1
O=C(CN1C(=O)C2CC=C(Cl)CC2C1=O)Nc1ccc(C(=O)O)cc1 (stereo not drawn)	101	0	2	2	2	-29	-1.4	6	18	5
CCOC(=O)CC(=O)Nc1ccsc1C(N)=O	106	-1	-1	8	3	-11	-0.7	4	14	-1
O=c1[nH]c(/C=C/c2ccccc2[N+](=O)[O-])nc2ccccc12	110	2	3	2	2	-12	0.1	-1	-8	-9
CCOC(=O)C1(CCc2ccccc2)CCN(C(=O)C(C)n2cncn2)CC1 (stereo not drawn)	100	2	-2	0	4	-1	-0.1	0	15	-6
CCOC(=O)[C@H]1[C@H]2COc3ccc(C)cc3[C@@H]2N2C(=O)c3cc(C)ccc3NC(=O)[C@@]12C	106	2	-2	3	-10	-10	-2.5	14	5	-6
CN(Cc1ccn[nH]1)C(=O)C1CCC(=O)N(Cc2cccc(C(F)(F)F)c2)C1 (stereo not drawn)	100	0	5	0	-9	-1	0.3	-2	-1	-3
Cc1ccc(C)c(S(=O)(=O)N2CCCOC2CNC(=O)C(=O)NCc2ccc3c(c2)OCO3)c1 (stereo not drawn)	115	0	-1	-3	-2	8	-0.9	5	-2	-4
O=C(CN1CCCC1)Nc1ccc(S(=O)(=O)N2CCCCC2)cc1	103	-1	3	4	4	-11	-1.8	10	1	0
CC(C)N1CCc2c(sc(NC(=O)c3cc4cc([N+](=O)[O-])ccc4s3)c2C(N)=O)C1	109	2	1	1	-7	-7	-0.7	4	-1	14
Nc1cc(N)nc(SCc2cccnc2)n1	103	2	0	-2	2	4	0.9	-5	-7	-1
CC(NC(=O)c1ccc([N+](=O)[O-])cc1[N+](=O)[O-])c1ccc(-c2ccccc2)cc1 (stereo not drawn)	91	-1	3	5	-11	11	11	-71	7	-2
CCCCCN(C(=O)NC(=O)NCCCC)S(C)(=O)=O	82	-2	-1	0	16	8	-0.4	2	-4	5
CC1=C(C)C(=O)N(CCC(=O)O)C1=O	106	-1	1	-1	-2	-3	-1.2	6	3	-1
COc1ccc(CN=C2NC(=O)CC(C(=O)Nc3ccccc3C)S2)cc1 (stereo not drawn)	111	1	-1	-1	2	5	1.0	-7	4	3
Cc1[nH]c2ccccc2c1/C=N/NC(=S)NC(C)C	146	1	2	7	-6	-33	1.9	-9	16	-7
O=C(CN1C(=O)NC2(CCCC2)C1=O)Nc1cccc(C(F)(F)F)c1	.	-2	5	-1	-7	-6	-0.3	2	-14	-1
(further entries)
SMILES	DSG3 Ab inh	DAGLB inh	V-ATPase pH	HTR5A ag ctr	PKA-R1A activ	HTR5A inv ctr	OPRM1-OPRD1 ag	OPRM1-OPRD1 inv	Arr AP2 block	PKA-R2B act
Cc1ccc(-c2cnn(-c3ccccc3)c2N)cc1	102	1	-9	0	0	0	-2.6	12	10	7
Cc1ccc(C2NC(=O)c3c(sc4c3CCN(C)C4)N2)s1 (stereo not drawn)	104	-9	-1	0	-5	-11	-3.4	19	16	-5
CCOC(=O)C(NC(C)=O)C(=O)Nc1ccc(OC)cc1 (stereo not drawn)	108	3	3	3	0	-8	1.2	-9	-2	-6
CSC1CCCCC1(O)CSc1nc2ccccc2o1 (stereo not drawn)	.	-1	-1	-1	-10	6	-2.6	12	-4	8
COc1ccccc1COC(=O)c1cccc(S(=O)(=O)N2CCCC2)c1	105	-5	3	-1	8	-7	2.0	-13	-9	-11
CC1CCN(CCCNC(=O)c2ccc3c(Cl)c4c(nc3c2)CCCC4)CC1	102	2	2	-1	9	3	-0.5	2	15	3
COc1ccc(C(=O)CSc2nnc(Cn3cnc4ccccc43)o2)cc1	.	1	2	2	-15	-12	-0.6	3	-14	-3
NC(=O)CC(NC(=O)c1ccccc1)c1ccc(NC2CCN(Cc3ccccc3)CC2)c([N+](=O)[O-])c1 (stereo not drawn)	99	4	4	.	3	.	.	.	5	-6
CCCN1CCN(S(=O)(=O)c2c(C)[nH]c(C)c2C(=O)N2CCCCC2)CC1	100	0	-2	1	-4	-2	-1.8	10	-21	6
COc1ccc(C2c3cc4c(cc3OC(NNC(N)=O)C2C)OCO4)cc1 (stereo not drawn)	116	3	0	1	3	-3	-1.5	7	-2	-2
